ROC1-CUL1 inh: inhibitors of human ROC1-CUL1 ubiquitin ligase activity; P62877+Q13616; in vitro K48 di-Ub FRET, acceptor:donor ratio, 45 min; inhibition, % at 10 µM; 0.6% of 140,000 active; in the data active = inhibition above about 25%
Target sequence (P62877 whole entry, looked up): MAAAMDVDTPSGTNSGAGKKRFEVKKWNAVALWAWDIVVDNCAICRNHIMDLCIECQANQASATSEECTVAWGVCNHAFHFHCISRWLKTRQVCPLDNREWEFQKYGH
Target sequence (Q13616 whole entry, looked up): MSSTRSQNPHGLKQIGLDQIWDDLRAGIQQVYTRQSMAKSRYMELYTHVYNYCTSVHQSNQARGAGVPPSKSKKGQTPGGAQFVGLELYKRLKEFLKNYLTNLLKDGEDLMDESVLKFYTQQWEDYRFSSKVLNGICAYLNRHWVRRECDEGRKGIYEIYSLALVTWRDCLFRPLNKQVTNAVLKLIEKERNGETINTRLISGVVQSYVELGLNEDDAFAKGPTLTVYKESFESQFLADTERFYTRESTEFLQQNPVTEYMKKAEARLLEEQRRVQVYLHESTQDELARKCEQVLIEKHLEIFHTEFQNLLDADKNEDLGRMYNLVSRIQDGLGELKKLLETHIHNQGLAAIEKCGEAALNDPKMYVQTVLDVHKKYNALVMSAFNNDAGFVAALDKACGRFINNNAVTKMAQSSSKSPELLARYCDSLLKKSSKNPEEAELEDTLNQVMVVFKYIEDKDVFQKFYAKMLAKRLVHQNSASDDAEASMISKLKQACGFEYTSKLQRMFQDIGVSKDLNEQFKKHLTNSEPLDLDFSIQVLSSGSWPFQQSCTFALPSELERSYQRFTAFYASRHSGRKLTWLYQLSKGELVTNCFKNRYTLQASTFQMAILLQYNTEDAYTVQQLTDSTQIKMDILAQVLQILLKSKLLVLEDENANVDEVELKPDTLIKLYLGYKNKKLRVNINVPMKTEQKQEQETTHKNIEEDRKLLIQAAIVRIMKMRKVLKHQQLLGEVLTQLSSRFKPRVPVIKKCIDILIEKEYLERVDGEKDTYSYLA
Numbers without * were called inactive. Some of the compounds tested. The share of hits here may be higher or lower than overall.

SMILES	ROC1-CUL1 inh
O=C(N=C(Cc1ccco1)C(=O)N1CCCCC1)c1ccc(Br)o1	-1
CCOc1ccccc1NC(=O)c1ccccc1OC	-9
Cc1cccc(Cc2c(C)nc3nc(SCC(=O)NCc4ccc(F)cc4)nn3c2C)c1	-3
[O-]c1n[n+](-c2ccc(Br)cc2)no1	-3
O=C(c1ccc(OC2CCN(Cc3ccccn3)CC2)cc1)N1C[C@H]2CC[C@H]1C2	5
COc1ccc(N2C(=O)/C(=C/c3cccn3C(C)(C)C)C(=O)NC2=S)cc1	16
O=C(Nc1ccccc1Oc1cccnc1)C1CCCN1C(=O)CC1CCCC1 (stereo not given)	0
CCc1cccc(NC(=O)c2cnc(N3CCOCC3)c3ccccc23)c1	-7
COc1ccccc1N1C(=O)CC1(C#N)c1ccc(OCc2ccccc2)cc1 (stereo not given)	1
Nc1ccccc1NS(=O)(=O)c1ccc(Cl)cc1	3
O=C1c2ccccc2C(=O)N1CCOC1c2ccccc2CCc2ccccc21	5
COc1ccc(C2CC(=O)N=C3C2C(=O)N(C)c2nc4ccccc4n23)cc1 (stereo not given)	1
COc1cccc(OCc2nc(C(=O)NCC3CCCCO3)co2)c1 (stereo not given)	-2
CCOC(=O)Nc1snc(C)c1C(=O)OCC	6
CCCCC(=O)Nc1ccc(N2CCCCC2)c(F)c1	-10
CCOc1ccc(C(=O)Nc2cccc(C(=O)OCc3cc(=O)n4nc(C5CC5)sc4n3)c2)cc1	-9
CCOC(=O)c1c(NC(=O)CN(c2ccccc2)S(=O)(=O)c2ccccc2)sc(C)c1C	4
N#Cc1cccc(NC(=O)C2CCN(c3nc(-c4ccc(Cl)cc4)no3)CC2)c1	1
Cc1cc(C)nc(NC(=O)/C=C/c2ccc(Cl)cc2)n1	2
Cn1c(=O)c2ncn(CC(=O)Nc3ccc(N4CCN(Cc5ccccc5)CC4)cc3)c2n(C)c1=O	-6
CCC(=O)N(C)C(c1ccccc1Cl)c1nnnn1-c1c(C)cccc1C (stereo not given)	10
O=C(Cc1ccccc1)Nc1cc(Cl)ccc1O	-5
O=C(NC1CCCN(Cc2ccccn2)C1)c1ccc2c(c1)OCCO2 (stereo not given)	4
O=C(O)c1cc(C(=O)O)cc(N2C(=O)C3C4CCC(C4)C3C2=O)c1 (stereo not given)	10
CCOc1ccc(NC(=Nc2nc(C)cc(C)n2)NC(C)=O)cc1	-2
CCCCn1cc(S(=O)(=O)c2cc(C)ccc2C)c(=O)c2cc(F)c(F)cc21	3
Cc1ccccc1C(=O)Nc1ccccc1-n1cccc1	11
CCn1cc(-c2cc(C(=O)N(C)Cc3nonc3C)c3ccccc3n2)cn1	-3
O=C(c1cccnc1-c1cccc(-c2ccn[nH]2)c1)N1CCCC1	-1
Cc1ccc(-n2c(=O)c3c4c(sc3n(Cc3cccc(Cl)c3)c2=O)CCC4)cc1C	-9
C=C(C)CSc1nc2c(C)cccc2[nH]1	-8
CSc1ccccc1C(=O)NCc1c(C)ncc2c1CCN(C(=O)CCc1c[nH]c3ccccc13)C2	-1
COc1ccccc1OCCNC(=O)c1ccc2c(c1)OCO2	-1
CCOc1ccc(NC(=O)CSc2oc(-c3cccs3)nc2S(=O)(=O)c2ccc(Cl)cc2)cc1	-3
CCOC(=O)c1cc(OC(=O)c2ccccc2OC)n(-c2ccccc2)n1	7
Brc1ccc(-n2cccc2)cc1	6
COc1ccc(CCNC(=O)c2cn(C(C)C)cc(C(=O)NC(C)(C)C)c2=O)cc1OC	4
C1CCC(CNc2nc3nonc3nc2N2CCOCC2)(N2CCOCC2)C1	-3
CN1C(=O)C([N+](=O)[O-])C(=NCCCO)c2ccccc21 (stereo not given)	-7
O=C(c1coc(CN2CCN(C/C=C/c3ccccc3)CC2)n1)N1CCC[C@H]1CO	5

Overlap with the part before: 7 compounds, then new ones.
SMILES	ROC1-CUL1 inh
CCOc1ccc(NC(=O)CSc2oc(-c3cccs3)nc2S(=O)(=O)c2ccc(Cl)cc2)cc1	-3
CCOC(=O)c1cc(OC(=O)c2ccccc2OC)n(-c2ccccc2)n1	7
Brc1ccc(-n2cccc2)cc1	6
COc1ccc(CCNC(=O)c2cn(C(C)C)cc(C(=O)NC(C)(C)C)c2=O)cc1OC	4
C1CCC(CNc2nc3nonc3nc2N2CCOCC2)(N2CCOCC2)C1	-3
CN1C(=O)C([N+](=O)[O-])C(=NCCCO)c2ccccc21 (stereo not given)	-7
O=C(c1coc(CN2CCN(C/C=C/c3ccccc3)CC2)n1)N1CCC[C@H]1CO	5
O=C(c1ccc(C(=O)N2CCc3ccccc32)nc1)N1CCc2ccccc21	-6
O=C(O)c1cccc(N=Nc2c(O)[nH]c(=S)[nH]c2=O)c1	3
CCOc1cc(C)c(C(C)C)cc1S(=O)(=O)n1cccn1	3
CCOC(=O)C1(Cc2cccc(OC)c2)CCN(C(C)COC)CC1 (stereo not given)	-2
Cc1cc(C)cc(-n2c(SCC(=O)NCc3ccc(F)cc3)nc3c([nH]c4ccccc43)c2=O)c1	-4
CC(=O)N1CCCN(C(=O)CC2(c3ccc(-c4ccccc4)cc3)CC(=O)N(C3CC3)C2=O)CC1 (stereo not given)	4
COc1cccc(-c2nc3ccc(C(=O)N[C@H]4CCCCNC4=O)cc3o2)c1	4
CCN(C(=O)CN1C(=O)COc2ccc(S(=O)(=O)N3CCOCC3)cc21)c1cccc(C)c1	-5
CCOc1ccccc1NC(=O)c1cc2c(=O)[nH]c3ccccc3c2s1	3
CC(=O)c1ccc(NC(=O)C2CCCN(S(=O)(=O)c3ccc(Br)s3)C2)cc1 (stereo not given)	-9
O=C(Cn1cncn1)N1CCCC(CCc2c(F)cccc2F)C1 (stereo not given)	0
O=C1NN(c2ccc(I)cc2)C(=O)/C1=C\c1cccs1	4
CCCCCCSC1=C(C#N)C(=O)NC2(CCCCC2)S1	0
CCCCNc1oc(-c2ccc(COc3ccc(OC)cc3)o2)nc1C#N	-4
COc1ccc(CCNC(=O)c2oc(=O)c3ccccc3c2-c2ccccc2)cc1OC	0
CCN(C(=O)CSc1nc2ccccc2n1Cc1ccc(C(=O)OC)cc1)c1ccccc1	-1
CCc1ccc(CCC(=O)N2CCN(c3ccc(OC)cc3)CC2)cc1	14
OCC(O)[C@H]1O[C@H]2CC1Nc1ccccc1N2 (stereo not given in full)	10
Cc1ccc(-n2c(=O)c3c4c(sc3n(Cc3ccccc3F)c2=O)CCC4)cc1C	1
N#CC1(C#N)[C@H](c2ccc(F)cc2)[C@@H](C(=O)c2ccc(F)cc2)N2c3ccccc3C=C[C@@H]21	6
O=C(Oc1ccccc1)Oc1cc2oc(=O)sc2cc1Br	3
Cc1ccc2ncc(C(=O)NCc3ccccc3Cl)c(=O)n2c1	-10
COCCn1c(=O)[nH]c2cc(C(=O)Nc3cccc(C(C)=O)c3)ccc2c1=O	-11
CCCn1c2ccccc2c2cnn(CC(=O)NCCCN3CCCCC3)c(=O)c21	2
COc1ccc(Cl)cc1NC(=O)Cn1nnc2sc(-c3ccccc3)cc2c1=O	3
COc1cc(NC(=O)N2CCC(C(N)=O)(N3CCCCC3)CC2)cc(OC)c1	3
CCOC(=O)N1CCN(C(=O)c2ccc(N3CCC(NCc4cccc(F)c4F)CC3)cc2)CC1	9
COc1ccc(C(=O)c2oc3ccccc3c2NC(=O)c2cc(=O)c3ccc(C)cc3o2)cc1Cl	2
CCCOc1ccccc1/C=C1/C(=O)NN(c2ccc(I)cc2)C1=O	10
Cc1ccccc1-c1nc(CS(=O)(=O)CC(=O)Nc2cccc(C(F)(F)F)c2)c(C)o1	2
CC1CCC2(CC1)SCC(=O)N2c1ccc(F)c(Cl)c1 (stereo not given)	8
CC1Oc2ccccc2C(C)c2ccccc2O1 (stereo not given)	5
CCN1CCCC1CNC(=O)CCC1CCN(C2CCOCC2)CC1 (stereo not given)	3
O=C(NNc1cccc(Cl)n1)Nc1ccc(Cl)cc1	2
Cc1cc(C)c2oc(-c3cc(NC(=S)NC(=O)c4ccc5c(c4)OCCO5)ccc3Cl)nc2c1	11
O=C(c1cccc(S(=O)(=O)N2CCCC2)c1)c1cccc(S(=O)(=O)N2CCCC2)c1	-1
COC(=O)[C@@H](NC1CCN(c2ccc(NC(=O)C3CCCC3)cc2)CC1)c1ccccc1	5
OC(COc1ccc(Cl)cc1)CN1CCN(c2ccccc2F)CC1 (stereo not given)	0
CNS(=O)(=O)c1ccc(N2CCN(CCO)CC2)nc1	3
COc1cccc([C@]23CN(c4ccc(C)cc4)CN2O[C@]2(CC[C@H]4CC2C4(C)C)C3)c1	5

Single values from the list.
Entry for CC1CCC2(CC1)SCC(=O)N2c1ccc(F)c(Cl)c1 (stereo not given) under ROC1-CUL1 inh: 8
Entry for O=C(c1cccc(S(=O)(=O)N2CCCC2)c1)c1cccc(S(=O)(=O)N2CCCC2)c1 under ROC1-CUL1 inh: -1
Entry for COc1ccc(Cl)cc1NC(=O)Cn1nnc2sc(-c3ccccc3)cc2c1=O under ROC1-CUL1 inh: 3

More structures follow:
SMILES	ROC1-CUL1 inh
CCc1ccc(-c2cc(C(F)(F)F)n3nc(C(=O)N(C)Cc4cn(C)nc4C)cc3n2)s1	-1
COc1cc2oc(=O)c(CC(=O)N3CCCCC3)c(C)c2cc1Cl	-1
Cc1ccc(NC(=O)CN2C(=O)S/C(=C\c3ccc(C(=O)O)cc3)C2=O)cc1Cl	-7
CC(C)(C)OC1CC(O)CC2C(=O)c3c(O)ccc(O)c3C(=O)C12 (stereo not given)	15
COc1ccc2c(c1)c1c(c(=O)n(-c3ccccc3C)c(=O)n1CC(=O)N1CCCC1)n2C	3
CC(=O)c1cccc2c1N=C1CC(C)(C)CC(=O)C1C=N2 (stereo not given)	1
O=C(CCNS(=O)(=O)c1ccc2c(c1)CCN2C(=O)C1CC1)N1CCN(c2cccc(Cl)c2)CC1	0
CCN1CCN(CCNC(=O)Nc2ccccc2C(F)(F)F)CC1	3
Cn1ccnc1SCC(=O)Nc1ccc(F)c(Cl)c1	-1
Cc1ccccc1CSc1nc(-c2ccccc2)nc2c1Cc1c(CO)cnc(C)c1O2	-14
O=C(CCSCCc1ccccn1)Nc1ccc(Cl)cc1	-12
CC(O)Cc1cn(C2CCN(CCCc3ccccc3)CC2)nn1 (stereo not given)	4
CC(=O)OC(COc1ccccc1)Cn1cnc2cc(C)c(C)cc21 (stereo not given)	2
CCc1ccc(CNC(=O)CCc2c(C)nn(-c3ccc(N4CCCC4)nn3)c2C)cc1	8
O=C(NCC1(N2CCOCC2)CCCC1)c1coc(Cn2cnc3ccccc32)n1	0
COc1ccc(C2CC(=O)Oc3c2c(=O)n(C)c2ccccc32)c(OC)c1OC (stereo not given)	3
COc1ccccc1Nc1nn2c(=O)c3ccc(C(=O)NC4CCC(C)CC4)cc3nc2s1 (stereo not given)	-7
O=C(CNC(=O)c1ccco1)N/N=C/c1ccc([N+](=O)[O-])cc1	0
CC(C)(C)NCc1ccc(OCC2COc3ccccc3O2)cc1 (stereo not given)	2
COc1ccccc1NC(NC(=O)c1ccccn1)C(Cl)(Cl)Cl (stereo not given)	-3
Cc1nn(CCc2n[nH]c(=S)n2Cc2ccccc2)c(C)c1Br	4
COCCN(C(=O)CC1(c2ccc(OC)cc2)CC(=O)N(CCC(C)C)C1=O)C(C)C (stereo not given)	15
CCc1ccccc1NC(=O)Cn1c(=O)n(Cc2ccco2)c(=O)c2ccccc21	3
Cc1ccc(OCC(=O)Nc2ccc3nc(SCC(=O)N4CCOCC4)sc3c2)cc1C	3
COc1ccc(-c2csc3ncn(CC(=O)Nc4cc(Cl)ccc4Cl)c(=O)c23)cc1OC	7
Cc1ccc2[nH]cc(-c3nnnn3-c3ccc(Br)cc3)c2c1	-9
Cc1cc(NC(=O)Nc2ccc(Cl)cc2)n(-c2ccc(OC(F)(F)Cl)cc2)n1	2
CCc1ccc(N2C(=O)CS(=O)(=O)C23C(=O)N(Cc2ccccc2F)c2ccccc23)cc1 (stereo not given)	-7
O=C(NCC1CCCO1)c1ccc(NC(=O)c2cncc(Br)c2)cc1 (stereo not given)	-8
CCOC(=O)c1c(-c2cccc3ccccc23)csc1NC(=O)C(C)(C)Oc1ccc(Cl)cc1	5
CCCNC(=O)C1CCC(Cn2c(=O)c3sccc3n(CC(=O)N(CC)CC)c2=O)CC1 (stereo not given)	0
O=C1OC(=O)C2C3CS(=O)(=O)CC3C12 (stereo not given)	-3
COc1ccc(OC2CCN(C(C)=O)CC2)c(C(=O)N2CCCCC2CCO)c1 (stereo not given)	4
COc1cc(/C=C2\N=C(c3ccccc3)OC2=O)ccc1OCCOCCOc1ccccc1C	13
O=C(NN1C(=O)/C(=C/c2cccc3ccccc23)SC1=S)c1cccc(O)c1	-4
CCOC(=O)c1cc2c(=O)n3ccccc3nc2n(CC2CCCO2)c1=NC(=O)c1ccc(C)cc1 (stereo not given)	4
COc1ccc(N2C(=O)CC(Sc3ccc(Cl)cc3)C2=O)c(OC)c1 (stereo not given)	-4
COc1ccc(N=C2NC(=O)/C(=C/c3ccc(OCc4cccc(C(=O)O)c4)c(OC)c3)S2)cc1	7
CSc1nc2ccc(NC(=O)c3ccccc3C(=O)N3CCCCC3)cc2s1	7
Cc1ccc(C)c(-c2nnc(/C=C/C(=O)O)o2)c1	-8
COC(=O)c1sc2nc3c(C)cccc3cc2c1N	-14
O=C1CC(N2CCN(Cc3ccc4c(c3)OCO4)CC2)C(=O)N1c1ccc(Br)cc1 (stereo not given)	-6
CCOc1ccc(NC(=O)CN2C(=O)c3ccccc3Sc3ccc(C(=O)OC)cc32)cc1	2
COc1ccc(-c2c3c(nc4sc(C(=O)Nc5ccccc5)c(N)c24)CCC3)cc1	0
CCOC(=O)NCCOc1cnn(C(C)(C)C)c(=O)c1Cl	9
CCOC(=O)N1CCC(NC(=O)c2cc(NC(C)=O)c3c(c2)ncn3CCc2ccccn2)CC1	0

Some of these compounds in order of the ROC1-CUL1 inh value, smallest number first:
SMILES	ROC1-CUL1 inh
O=C(c1ccc(C(=O)N2CCc3ccccc32)nc1)N1CCc2ccccc21	-6
[O-]c1n[n+](-c2ccc(Br)cc2)no1	-3
CCOc1ccc(NC(=Nc2nc(C)cc(C)n2)NC(C)=O)cc1	-2
O=C(c1cccnc1-c1cccc(-c2ccn[nH]2)c1)N1CCCC1	-1
CC(C)(C)NCc1ccc(OCC2COc3ccccc3O2)cc1 (stereo not given)	2
CCOC(=O)N1CCN(C(=O)c2ccc(N3CCC(NCc4cccc(F)c4F)CC3)cc2)CC1	9
